High-throughput results as filed in PubChem BioAssay.
MEP2-GFP yeast: modulators of TOR pathway MEP2-GFP in S. cerevisiae | S. cerevisiae MEP2-GFP strain, flow cytometry GFP, 3 h; 100% = DMSO control level | GFP response vs DMSO, % at 10 µM | 330,000 compounds, 0.51% hits | AID 2016;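 active means GFP response versus DMSO above a set limit, roughly screen mean plus 3 SD, cut at about 180% in these data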;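 further: median GFP fluorescence of the barcode-gated MEP2-GFP cells per well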
AGP1 TOR yeast: modulators of TOR pathway AGP1-GFP in S. cerevisiae | S. cerevisiae AGP1-GFP multiplex flow cytometry, 3 h; GFP as percent of DMSO wells | 320,000 compounds, 0.02% hits | AID 2066 | GFP response vs DMSO, % at 10 µM;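 active means GFP response relative to DMSO above a set limit, near screen average plus 3 SD, cut at about 150% in these data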;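 further: median GFP channel fluorescence of the gated AGP1 strain per well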
Efflux pump mplx: inhibitors of Candida antifungal efflux pumps expressed in yeast; S. cerevisiae Candida pump triplex, Nile Red efflux; inhibition, % at 10 µM; 330,000 compounds, 0.44% hits;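 active means plate passing quality check with inhibition over a set limit, or well fluorescence over plate mean plus 4 SD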;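 further: Nile Red retained in pooled yeast measured as flow cytometry median fluorescence; 0% = buffer negative control and 100% = Enniatin B positive control; higher means more Nile Red kept so more efflux inhibition; some compounds called inactive have numbers as strong as hits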
RPL19A TOR yeast: modulators of TOR pathway RPL19A-GFP in S. cerevisiae. AID 2025. percent response vs DMSO, % at 10 µM. 330,000 compounds, 0.3% hits. S. cerevisiae RPL19A-GFP strain, flow cytometry, 3 h; stronger effect = lower value;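 active means percent response vs DMSO below 50%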;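 further: median channel GFP fluorescence of the barcoded RPL19A-GFP strain; ratio of sample median GFP to plate DMSO average so 100% = DMSO; lower means less RPL19A-GFP as with rapamycin TOR inhibition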
AHR act: activates the human aryl hydrocarbon receptor; 320,000 compounds, 2.5% hits; activation, % at 5 µM; AID 2796; AHR-responsive luciferase reporter cells, luminescence; P35869; in the data active means activation above about 47%;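 further: 0% = vehicle wells and 100% = reference agonist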
Target sequence (P35869 whole entry, looked up): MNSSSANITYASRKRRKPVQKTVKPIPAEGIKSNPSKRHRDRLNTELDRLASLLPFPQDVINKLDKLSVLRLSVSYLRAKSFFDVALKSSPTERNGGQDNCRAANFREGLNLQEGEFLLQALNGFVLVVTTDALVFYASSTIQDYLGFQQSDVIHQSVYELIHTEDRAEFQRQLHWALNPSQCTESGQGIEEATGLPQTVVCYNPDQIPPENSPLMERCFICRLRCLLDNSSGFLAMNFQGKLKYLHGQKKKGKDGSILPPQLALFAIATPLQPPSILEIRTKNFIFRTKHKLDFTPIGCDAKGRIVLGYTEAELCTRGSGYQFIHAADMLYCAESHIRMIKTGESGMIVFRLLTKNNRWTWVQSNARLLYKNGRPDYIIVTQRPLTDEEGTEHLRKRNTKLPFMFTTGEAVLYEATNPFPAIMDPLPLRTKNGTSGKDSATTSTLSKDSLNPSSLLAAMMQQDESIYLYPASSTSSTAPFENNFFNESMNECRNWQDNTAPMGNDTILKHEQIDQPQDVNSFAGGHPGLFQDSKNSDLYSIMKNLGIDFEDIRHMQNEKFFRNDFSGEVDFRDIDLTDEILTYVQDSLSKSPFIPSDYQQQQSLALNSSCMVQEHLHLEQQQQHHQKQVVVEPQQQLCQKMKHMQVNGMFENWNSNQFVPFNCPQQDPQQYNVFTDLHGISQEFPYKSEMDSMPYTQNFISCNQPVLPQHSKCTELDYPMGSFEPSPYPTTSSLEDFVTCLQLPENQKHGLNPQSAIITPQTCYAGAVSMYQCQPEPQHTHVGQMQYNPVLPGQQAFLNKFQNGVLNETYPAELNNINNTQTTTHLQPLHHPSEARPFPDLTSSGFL
Yeast superoxide: yeast age-related superoxide inhibition as caloric restriction mimetic; S. cerevisiae aged cells, superoxide DHE fluorescence; stronger effect = lower value; superoxide response (% of plate mean), % at 10 µM; 330,000 compounds, 0.18% hits; AID 2690;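 active means superoxide response under a set limit, about three screen SD below normal, cut at about 65% in these data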;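 further: yeast aged for seven days with compound at 30 °C before DHE staining; 100% = average MFI of all compound-treated wells on the plate with controls excluded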
LAP4-GFP MLPCN: alters LAP4-GFP fluorescence in TOR pathway yeast screen. S. cerevisiae LAP4-GFP multiplex, flow cytometry GFP, 3 h; median GFP as percent of DMSO wells. GFP response vs DMSO, % at 10 µM. 320,000 compounds, 0.34% hits;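 active means GFP response vs DMSO above a set limit, about the screen mean plus 3 SD, cut at about 150% in these data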
CIT2 TOR yeast: alters CIT2-GFP fluorescence in TOR pathway yeast screen; S. cerevisiae CIT2-GFP strain, flow cytometry, 3 h; 100 means same as DMSO wells; GFP response vs DMSO, % at 10 µM; 320,000 compounds, 0.065% hits; AID 2029;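 active means GFP response relative to DMSO above a set limit, near the screen mean plus 3 SD, cut at about 150% in these data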;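 further: ratio of well median GFP fluorescence to mean of DMSO wells on the plate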
* = called active by the depositor; · = no result given; + = active, no number.

1	Cc1sc(N2C(=O)C3C(C2=O)[C@H]2C=C[C@@H]3C2)c(C#N)c1C (stereo partly drawn)
2	O=[N+]([O-])c1ccc(/C=C/c2nc3ccc([N+](=O)[O-])cc3[nH]2)cc1
3	CCN1C(=O)C(CC(=O)Nc2c(C)cccc2C)Nc2cc(S(=O)(=O)N(C)C)ccc21 (stereo not drawn)
4	COc1ccc(N(C(=O)Nc2ccc(Cl)cc2)C2=NCCC2)cc1
5	Cc1cc(C)n2nc(SCC(=O)c3cccs3)nc2n1

entry no.	1	2	3	4	5
Yeast superoxide	103	105	90	95	108
Efflux pump mplx	-0.1	0.1	0.0	0.0	0.1
RPL19A TOR yeast	98	97	99	101	90
LAP4-GFP MLPCN	·	97	95	104	95
CIT2 TOR yeast	·	98	98	96	90
AGP1 TOR yeast	·	93	96	97	93
MEP2-GFP yeast	100	100	97	105	90
AHR act	-1	3	0	2	9

6	Cc1onc(NC(=O)CSCC(=O)O)c1Br
7	CCOc1ccc(-c2csc(N)c2C(=O)OC)cc1
8	CCOc1cc(/C=N/NC(=O)c2ccc(=O)n(C)c2)ccc1O
9	COc1ccc(Br)cc1C(=O)NC(=S)Nc1ccc2[nH]c(=O)[nH]c2c1
10	C=C(C)COc1ccc(-c2nc(N)nc(C(F)(F)F)c2-c2ccc(OC)cc2)c(O)c1

entry no.	6	7	8	9	10
Yeast superoxide	102	105	115	104	111
Efflux pump mplx	0.3	0.1	-0.1	0.4	0.1
RPL19A TOR yeast	104	92	96	104	103
LAP4-GFP MLPCN	106	99	83	94	100
CIT2 TOR yeast	101	88	97	101	100
AGP1 TOR yeast	105	93	98	106	96
MEP2-GFP yeast	100	82	108	100	105
AHR act	0	0	6	4	22

11	CCC(=O)N1CCc2cc(S(=O)(=O)N3CCCCC3CC)ccc21 (stereo not drawn)
12	COc1ccc(C(=O)OCC(=O)Nc2nnc(-c3ccccc3)o2)cc1
13	COc1ccc(CC(=O)N2CC3(C)CC2CC(C)(C)C3)cc1OC (stereo not drawn)
14	CC(C)[C@H](NC(=O)c1ccccc1)C(=O)OCC(=O)N1CCCCCC1
15	CC(C)c1ccc(NC(=O)CCS(=O)(=O)c2cccc3nonc23)cc1

entry no.	11	12	13	14	15
Yeast superoxide	99	93	100	90	92
Efflux pump mplx	0.0	0.5	-0.1	-0.2	-0.1
RPL19A TOR yeast	100	109	100	99	98
LAP4-GFP MLPCN	91	106	111	94	95
CIT2 TOR yeast	95	101	107	97	99
AGP1 TOR yeast	97	99	105	108	97
MEP2-GFP yeast	103	113	112	89	103
AHR act	2	1	2	1	10

Part of the list above, with two lines to a compound.
The line under a structure holds: Yeast superoxide | Efflux pump mplx | RPL19A TOR yeast | LAP4-GFP MLPCN | CIT2 TOR yeast | AGP1 TOR yeast | MEP2-GFP yeast | AHR act
[12] COc1ccc(C(=O)OCC(=O)Nc2nnc(-c3ccccc3)o2)cc1
→ 93 | 0.5 | 109 | 106 | 101 | 99 | 113 | 1
[13] COc1ccc(CC(=O)N2CC3(C)CC2CC(C)(C)C3)cc1OC (stereo not drawn)
→ 100 | -0.1 | 100 | 111 | 107 | 105 | 112 | 2

New compounds follow:
16	COc1ccc([C@H]2CC(=O)C=C(c3ccc(CO)cc3)C2)cc1
17	Cc1[nH]c2ccc(F)cc2c1CCN(Cc1cccnc1)C(=S)Nc1cccc(F)c1
18	CC(C)c1ccc(-c2csc3nc[nH]c(=O)c23)cc1
19	Cc1ccc(OCCN2CCN(c3nc(NCc4ccco4)c4ccccc4n3)CC2)cc1
20	COC(CNC(=O)C1CCN(S(=O)(=O)c2ccc3nc4c(c(C(=O)O)c3c2)CC(C)CC4)CC1)OC (stereo not drawn)

entry no.	16	17	18	19	20
Yeast superoxide	97	95	104	119	95
Efflux pump mplx	-0.3	0.0	0.1	-0.3	-0.1
RPL19A TOR yeast	101	95	108	99	100
LAP4-GFP MLPCN	106	108	94	97	93
CIT2 TOR yeast	93	97	104	101	90
AGP1 TOR yeast	102	96	96	96	99
MEP2-GFP yeast	87	97	112	106	99
AHR act	0	3	17	-2	3

21	COc1ccccc1N(CC(=O)NCc1ccc2c(c1)OCO2)C(=O)CCC(=O)Nc1nccs1
22	Cc1ccc(NC(=O)Cc2nnc(SCC(=O)NC3CCCC3)n2C)cc1C
23	Cn1nc(C(=O)Nc2cccc(C(F)(F)F)c2)c2ccccc2c1=O
24	COc1cc(C(=O)NC2CCCc3ccccc32)cc(OC)c1C (stereo not drawn)
25	CCOC(=O)c1c(OCC)[nH]c2c1cc(O)c1ccccc12

entry no.	21	22	23	24	25
Yeast superoxide	97	121	96	105	83
Efflux pump mplx	-0.6	-0.1	0.0	0.1	-0.1
RPL19A TOR yeast	104	102	104	101	103
LAP4-GFP MLPCN	97	92	95	100	110
CIT2 TOR yeast	111	106	109	98	100
AGP1 TOR yeast	105	97	105	100	106
MEP2-GFP yeast	103	107	120	109	106
AHR act	3	0	6	19	16

Entries shown so far that contain bromine:
6	Cc1onc(NC(=O)CSCC(=O)O)c1Br
9	COc1ccc(Br)cc1C(=O)NC(=S)Nc1ccc2[nH]c(=O)[nH]c2c1

entry no.	6	9
Yeast superoxide	102	104
Efflux pump mplx	0.3	0.4
RPL19A TOR yeast	104	104
LAP4-GFP MLPCN	106	94
CIT2 TOR yeast	101	101
AGP1 TOR yeast	105	106
MEP2-GFP yeast	100	100
AHR act	0	4

More results follow.
26	CC(NC(=O)COc1ccc(/C=N/NC(=O)CO)cc1)c1ccccc1 (stereo not drawn)
27	CCC(CC)c1nnc(NC(=O)CCc2ccccc2)s1
28	CCOC(=O)c1ccc(NCc2ccc3c(c2)OCO3)cc1
29	COc1ccccc1CNC(=O)CN(C)S(=O)(=O)c1cccc2cccnc12
30	C/C(=N\Nc1ncnc2sc(C)c(C)c12)c1ccccn1

entry no.	26	27	28	29	30
Yeast superoxide	106	106	97	107	36*
Efflux pump mplx	0.1	0.0	0.0	0.1	30*
RPL19A TOR yeast	100	104	104	100	183
LAP4-GFP MLPCN	87	90	119	114	869*
CIT2 TOR yeast	98	105	91	96	+
AGP1 TOR yeast	97	96	102	103	203*
MEP2-GFP yeast	101	107	102	99	+
AHR act	14	38	1	4	30

31	CCCOc1cc(C)c(S(=O)(=O)NC2CC(C)(C)NC(C)(C)C2)cc1C
32	O=C(O)COc1c(Cl)cc(/C=C2/NC(=O)NC2=O)cc1Br
33	CCCc1cc(=O)[nH]c(SCC(=O)Nc2ccc(OC(F)F)cc2)n1
34	N#Cc1ccccc1OCC(=O)OCC(=O)c1ccc[nH]1
35	O=C(COC(=O)CCc1c[nH]c2ccccc12)NCCc1ccccc1

entry no.	31	32	33	34	35
Yeast superoxide	91	93	102	97	107
Efflux pump mplx	0.0	-0.1	-0.1	-0.1	0.0
RPL19A TOR yeast	100	97	97	95	99
LAP4-GFP MLPCN	99	97	90	99	104
CIT2 TOR yeast	84	100	105	97	104
AGP1 TOR yeast	84	108	98	98	104
MEP2-GFP yeast	102	106	101	97	108
AHR act	1	2	4	3	1

36	CCOC(=O)N1CCN(C(=O)c2cccc(F)c2)CC1
37	Cn1c(=O)c(=O)n(C)c2cc([N+](=O)[O-])c([N+](=O)[O-])cc21
38	COc1cc(-c2cc(C(=O)Nc3cc(S(=O)(=O)N4CCOCC4)ccc3O)c3ccccc3n2)cc(OC)c1OC
39	O=C(CN(C1CCCCC1)S(=O)(=O)c1ccc(F)cc1)NC1CC1
40	CCCCCOC(=O)c1ccc(NC(=O)c2ccco2)cc1

entry no.	36	37	38	39	40
Yeast superoxide	100	100	87	92	88
Efflux pump mplx	-0.4	0.1	0.3	0.1	-0.1
RPL19A TOR yeast	112	99	98	101	101
LAP4-GFP MLPCN	98	102	97	97	108
CIT2 TOR yeast	119	103	95	96	100
AGP1 TOR yeast	115	101	104	98	103
MEP2-GFP yeast	110	99	92	104	108
AHR act	-5	0	4	0	-1

41	CC1=C(C(=O)OC2CCCC2)C(c2ccc(C)o2)C2=C(CC(c3cccs3)CC2=O)N1 (stereo not drawn)
42	Cc1ccc2[nH]c(=O)c(CN(Cc3ccccc3Cl)C(=O)N3CCOCC3)cc2c1
43	CC1CN(C(=O)c2cnn3c(C(F)F)cc(-c4ccccc4)nc23)CC(C)O1 (stereo not drawn)
44	CCCC1=[N+](CC(=O)c2ccccc2)CCn2c(C)ccc21
45	Cc1ccc(-n2nc(C(=O)O)cc2-c2ccc(Cl)cc2)cc1

entry no.	41	42	43	44	45
Yeast superoxide	88	101	117	94	111
Efflux pump mplx	0.2	-0.1	0.1	0.1	0.0
RPL19A TOR yeast	95	95	90	94	93
LAP4-GFP MLPCN	102	90	85	93	97
CIT2 TOR yeast	90	110	75	89	90
AGP1 TOR yeast	97	96	92	92	92
MEP2-GFP yeast	94	96	92	97	95
AHR act	32	16	1	49*	4

46	COc1cc(C2NC(=S)NC(C)=C2C(=O)Nc2ccc(C)cc2)ccc1O (stereo not drawn)
47	Cc1cc(C(=O)NCC(C)(C)N2CCOCC2)c(C)o1
48	Cn1c(CCc2ccccc2)nnc1SCC(=O)N1CCOCC1
49	COc1ccc(OC)c(-c2cc(C(=O)Nc3c(C)nn(Cc4ccccc4Cl)c3C)no2)c1
50	COCc1cc(C)nc(SCC(=O)Nc2cccc(C)c2)c1C#N

entry no.	46	47	48	49	50
Yeast superoxide	93	94	123	94	100
Efflux pump mplx	0.0	0.0	-0.2	0.1	0.1
RPL19A TOR yeast	100	93	102	109	100
LAP4-GFP MLPCN	102	94	96	122	97
CIT2 TOR yeast	106	92	90	116	88
AGP1 TOR yeast	100	97	110	·	95
MEP2-GFP yeast	106	97	104	111	92
AHR act	6	2	0	-8	3

51	O=C(O)CSC1=NC(=Nc2cccc(Cl)c2)C2(CCCCC2)N1c1ccccc1
52	Cc1cc(NC(=O)CSc2nnc(C3CC3)n2-c2ccccc2)no1
53	CCc1cccc(CC)c1NC(=O)C1CSC2(C)CCC(=O)N12 (stereo not drawn)
54	CC1=C(N2CCN(c3ncccn3)CC2)CCC1=O
55	O=C(O)COc1ccc(-c2nnn(Cc3ccccc3F)n2)cc1
56	NS(=O)(=O)c1ccc(CCNC(=O)C2CCCN2S(=O)(=O)c2cccc3nsnc23)cc1 (stereo not drawn)
57	CCOc1ccc(S(=O)(=O)NCCC(=O)OC(C)C(=O)N2CCc3ccccc32)cc1 (stereo not drawn)
58	COc1ccc(CNc2nccs2)cc1OC

entry no.	51	52	53	54	55	56	57	58
Yeast superoxide	79	86	110	103	105	93	97	83
Efflux pump mplx	-2.9	0.0	0.0	-0.2	0.0	-0.2	0.2	-0.1
RPL19A TOR yeast	102	110	98	101	97	96	104	108
LAP4-GFP MLPCN	89	99	104	108	107	95	98	96
CIT2 TOR yeast	99	109	105	93	99	109	94	104
AGP1 TOR yeast	90	100	111	86	102	100	101	110
MEP2-GFP yeast	95	103	103	101	108	104	101	107
AHR act	1	48*	-1	3	0	0	2	6
